Screening data as filed in PubChem BioAssay.
Rev-erbA mod = modulates human Rev-erb alpha binding to DNA. P20393. 370,000 tested, 0.79% active. activity, % at 10 µM. Rev-erbα–FITC-DNA binding, fluorescence polarization, 90 min. AID 1259318;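 active = activity above about 14%, limit read from the data; passing the limit was not always enough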;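 note: 0% = DMSO wells with 35 nM protein and 100% = DMSO wells with 750 nM protein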
ASAP1 GAP inh = blocks human ASAP1-stimulated Arf1 GTP hydrolysis; Q9ULH1; GDP FP detection; inhibition, % at 16.5 µM; 360,000 tested, 0.19% active; AID 624377; in the data active = inhibition above about 25%;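 note: 0% = vehicle with enzyme and substrate and 100% = no enzyme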
Target sequence (Q9ULH1 325-724 limits assumed): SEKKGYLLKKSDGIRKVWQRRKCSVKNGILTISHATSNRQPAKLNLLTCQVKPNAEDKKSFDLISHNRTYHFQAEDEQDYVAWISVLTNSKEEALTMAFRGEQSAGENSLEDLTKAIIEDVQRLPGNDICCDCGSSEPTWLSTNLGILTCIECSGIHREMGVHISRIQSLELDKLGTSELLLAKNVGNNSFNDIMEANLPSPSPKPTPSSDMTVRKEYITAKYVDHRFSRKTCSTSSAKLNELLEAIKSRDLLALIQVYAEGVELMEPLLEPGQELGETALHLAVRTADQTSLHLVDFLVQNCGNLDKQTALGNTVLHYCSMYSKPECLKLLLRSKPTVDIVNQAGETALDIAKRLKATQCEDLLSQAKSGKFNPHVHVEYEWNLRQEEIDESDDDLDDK
PG9 binder = small molecules binding HIV-1 gp120 antibody PG9 | TR-FRET gp120-PG9 antibody binding | inhibition, % at 6.7 µM | 360,000 tested, 0.43% active; in the data active = inhibition above about 8.5%
GC-A act = GC-A (human) enzyme activation; HEK293 GC-A cells, cGMP TR-FRET, EC30 ANP; 0% at EC30 ANP, 100% saturating ANP; activation, % at 10 µM; P16066; 370,000 tested, 0.14% active; in the data active = activation above about 40%
rCAG RNA binder = binds r(CAG) RNA repeats; r(CAG) RNA repeat, TO-PRO-1 dye displacement fluorescence; inhibition, % at 3 µM; 370,000 tested, 1.3% active;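 active = inhibition above the plate cutoff, the mean of all test compounds on that plate plus 3 SD, cut at about 35% in these data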;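 note: 0% = DMSO alone and 100% = 100 µM mitoxantrone as full dye displacement; higher means more dye released from RNA so lower well fluorescence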
GC-B act = GC-B (human) receptor activation | HEK293-GC-B cells, CNP EC30, cGMP TR-FRET; 0% at EC30 CNP, 100% saturating CNP | activation, % at 10 µM | 370,000 tested, 0.11% active | AID 1920062;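 active = activation at 10 µM reaching about 35% in either raw or pattern-adjusted values, limit read from the data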
ABHD4 inh = ABHD4 (mouse) inhibition, primary FP screen; Q8VD66; purified mABHD4, FP-Rh probe fluorescence polarization; inhibition, % at 8.92 µM; 370,000 tested, 0.54% active; AID 720543;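 active = inhibition exceeding the mean over every tested compound plus 3 SD, cut at about 30% in these data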;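 note: 0% = plate median of compound wells and 100% = S159A mutant with DMSO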
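Test system: mABHD4 protein; Read-out basis: % inhibition; Incubation: 45 min + 60 min at 25 °C; Repeats: single replicate; Technique: fluorescence polarization with parallel and perpendicular emission, 525/598 nm; Compound: 8.92 µM, single dose; Benchmarks: full inhibition S159A mutant plus DMSO, zero as sample-well median.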
ARFGAP1 inhibitor = inhibitors of rat ARFGAP1. Q62848. AID 651572. 360,000 tested, 0.26% active. inhibition, % at 16.5 µM. Arfgap1-stimulated ARF1 GTP hydrolysis, GDP FP detection;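 active = inhibition above a per-plate limit, mean inhibition of low control wells plus 3 SD, cut at about 25% in these data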;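 note: 0% = DMSO wells with enzyme and 100% = wells lacking Arfgap1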
Target sequence (Q62848 1-136 limits assumed): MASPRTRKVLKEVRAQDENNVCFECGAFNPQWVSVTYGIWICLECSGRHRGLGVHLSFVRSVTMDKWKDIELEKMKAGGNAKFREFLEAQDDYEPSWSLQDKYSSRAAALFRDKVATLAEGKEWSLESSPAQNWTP
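System: truncated rat Arfgap1 GAP domain / Benchmarks: high control wells lacking Arfgap1, low control full reaction with DMSO / Times: compound-enzyme preincubation 20 min, reaction 120 min, detection 60 min, 25 °C / Repeats: one replicate per compound / Also added: human ARF1(Δ1-17)-GTP substrate / Measured by: Tracer-displacement fluorescence polarization with EDTA stop, 620/688 nm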
HTRA1 inhibitor = HTRA1 (human) protease inhibition; recombinant HTRA1, FP-rhodamine activity-based probe, fluorescence polarization; Q92743; inhibition, % at 5.96 µM; 340,000 tested, 0.5% active; in the data active = inhibition above about 36%;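 note: 0% = enzyme with DMSO and 100% = wells lacking enzyme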
Target sequence (Q92743 whole entry, looked up): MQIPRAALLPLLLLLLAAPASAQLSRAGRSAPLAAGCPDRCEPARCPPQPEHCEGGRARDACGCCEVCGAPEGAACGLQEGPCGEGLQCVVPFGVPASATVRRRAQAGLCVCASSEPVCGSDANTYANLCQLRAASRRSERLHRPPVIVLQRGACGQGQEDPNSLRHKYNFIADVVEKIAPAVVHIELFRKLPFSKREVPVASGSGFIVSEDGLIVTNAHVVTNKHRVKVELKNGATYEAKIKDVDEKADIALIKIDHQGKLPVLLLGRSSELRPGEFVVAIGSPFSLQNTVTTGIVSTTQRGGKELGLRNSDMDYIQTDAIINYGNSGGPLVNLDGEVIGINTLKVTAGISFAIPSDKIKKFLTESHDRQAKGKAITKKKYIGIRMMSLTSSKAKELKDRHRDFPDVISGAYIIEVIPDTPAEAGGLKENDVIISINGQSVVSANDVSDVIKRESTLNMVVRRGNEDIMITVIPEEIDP
SMARCA2 act = SMARCA2 function activation, primary screen; AID 652017; 370,000 tested, 1% active; MG213 cells, MMTV-luciferase reporter, dexamethasone, overnight; activation, % at 9.1 µM; in the data active = activation above about 7.8%;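 note: 0% = vehicle wells and 100% = reference activator wells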
Numbers without * were called inactive; & = joins results of further samples.

Screening NC(=O)c1cn(-c2ccccc2)nc1-c1cc2ccccc2oc1=O returned Rev-erbA mod -2, ASAP1 GAP inh 2, PG9 binder 0.0, GC-A act 0, rCAG RNA binder 1, GC-B act -6, ABHD4 inh -6, ARFGAP1 inhibitor 1, HTRA1 inhibitor -2 and SMARCA2 act -4.
`O=C1c2ccccc2NC(c2ccc(F)cc2)N1Cc1ccccc1` (centres undefined) gave Rev-erbA mod -4, ASAP1 GAP inh -2, PG9 binder -1.1, GC-A act -16, rCAG RNA binder -3, GC-B act -2, ABHD4 inh -4, ARFGAP1 inhibitor 9, HTRA1 inhibitor -24 and SMARCA2 act 1.
`C=C(C)CNC(=O)C1CCC(=O)N(CCCc2ccccc2)C1` (centres undefined) gave Rev-erbA mod 1, ASAP1 GAP inh -2, PG9 binder -1.3, GC-A act 6, rCAG RNA binder -4, GC-B act -5, ABHD4 inh 2, ARFGAP1 inhibitor 2, HTRA1 inhibitor 3 and SMARCA2 act 1.
Screening CCCC12CN3CCN(CC(C3)/C1=N\NC(=O)c1ccc(C(C)(C)C)cc1)C2 returned Rev-erbA mod 5, ASAP1 GAP inh -12, PG9 binder -6.5, GC-A act 3, rCAG RNA binder -4, GC-B act 0, ABHD4 inh -6, ARFGAP1 inhibitor 5, HTRA1 inhibitor 11 and SMARCA2 act 1.
`Cc1ccc(-c2nc3c(=O)n(-c4ccccc4)c4c(c(=O)n(C)c(=O)n4C)c3o2)cc1` gave Rev-erbA mod 0, ASAP1 GAP inh -6, PG9 binder -3.4, GC-A act -2, rCAG RNA binder -1, GC-B act -7, ABHD4 inh -4, ARFGAP1 inhibitor 6 and SMARCA2 act -1.
Screening COc1ccccc1NC(=O)NS(=O)(=O)c1ccc(C)cc1 returned Rev-erbA mod 1, ASAP1 GAP inh 0, PG9 binder -1.6, GC-A act -2, rCAG RNA binder -1, GC-B act 7, ABHD4 inh 6, ARFGAP1 inhibitor 14, HTRA1 inhibitor 3 and SMARCA2 act -7.
Cc1ccc([N+](=O)[O-])cc1NC(=O)c1ccc(CSc2ccccc2)cc1 was read as Rev-erbA mod 0, ASAP1 GAP inh 0, PG9 binder -0.6, GC-A act -8, rCAG RNA binder 2, GC-B act -3, ABHD4 inh -6, ARFGAP1 inhibitor 6, HTRA1 inhibitor -3 and SMARCA2 act 4.
Screening CCCCOc1ccc(-c2nnc(N)s2)cc1 returned Rev-erbA mod 5, ASAP1 GAP inh 12, PG9 binder -2.4, GC-A act 3, rCAG RNA binder 0, GC-B act 2, ABHD4 inh 5, ARFGAP1 inhibitor -3, HTRA1 inhibitor -9 and SMARCA2 act 6.
O=C(CSc1nccn(-c2cccc(F)c2)c1=O)Nc1ccc(Cl)cc1F was read as Rev-erbA mod -1, ASAP1 GAP inh 12, PG9 binder -0.2, GC-A act -1, rCAG RNA binder 8, GC-B act -5, ABHD4 inh -6, ARFGAP1 inhibitor 12, HTRA1 inhibitor -4 and SMARCA2 act 2.
`O=C(NCCCN1CCCC1=O)c1cccc(S(=O)(=O)Nc2ccc(Br)cc2)c1` gave Rev-erbA mod 1, ASAP1 GAP inh 3, PG9 binder -0.8, GC-A act 0, rCAG RNA binder 9, GC-B act 1, ABHD4 inh -3, ARFGAP1 inhibitor 3, HTRA1 inhibitor -4 and SMARCA2 act -2.
Screening CC(C)N1CCC(=NNC(=O)c2ccccc2[N+](=O)[O-])CC1 returned Rev-erbA mod 13, ASAP1 GAP inh 2, PG9 binder -1.8, GC-A act 3, rCAG RNA binder 1, GC-B act 9, ABHD4 inh 3, ARFGAP1 inhibitor -8, HTRA1 inhibitor 5 and SMARCA2 act -1.
Screening Nc1ccc(C(=O)O)cc1 returned Rev-erbA mod 7&5&6&8, ASAP1 GAP inh -9&4&-14, PG9 binder 0.1&-0.5&-1.4, GC-A act 2&3&2, rCAG RNA binder 1&2&3, GC-B act 6&-1&-1, ABHD4 inh 1&6&2, ARFGAP1 inhibitor -1&7&17, HTRA1 inhibitor 8&-6&3 and SMARCA2 act -3&3&-3.
`O=C(c1ccccc1F)n1c2c(c3ccccc31)CCCC2` gave Rev-erbA mod 11, ASAP1 GAP inh 13, PG9 binder -1.0, GC-A act -4, rCAG RNA binder 0, GC-B act -2, ABHD4 inh 1, ARFGAP1 inhibitor 7, HTRA1 inhibitor -13 and SMARCA2 act 2.
Screening O=C(NCc1ccccc1)c1cccnc1 returned Rev-erbA mod 1, ASAP1 GAP inh 1, PG9 binder 0.6, GC-A act 4, rCAG RNA binder -1, GC-B act 2, ABHD4 inh -2, ARFGAP1 inhibitor 3, HTRA1 inhibitor -5 and SMARCA2 act -2.
C/C(=N/NC(=O)CNC(=O)c1ccncc1)c1ccco1 was read as Rev-erbA mod 0, ASAP1 GAP inh -6, PG9 binder -0.6, GC-A act 1, rCAG RNA binder 0, GC-B act 6, ABHD4 inh -3, ARFGAP1 inhibitor -2 and SMARCA2 act 0.

Structures from the list above that have an aryl thioether with sulfur outside any ring, in the order listed:
Cc1ccc([N+](=O)[O-])cc1NC(=O)c1ccc(CSc2ccccc2)cc1 was read as Rev-erbA mod 0, ASAP1 GAP inh 0, PG9 binder -0.6, GC-A act -8, rCAG RNA binder 2, GC-B act -3, ABHD4 inh -6, ARFGAP1 inhibitor 6, HTRA1 inhibitor -3 and SMARCA2 act 4.
O=C(CSc1nccn(-c2cccc(F)c2)c1=O)Nc1ccc(Cl)cc1F was read as Rev-erbA mod -1, ASAP1 GAP inh 12, PG9 binder -0.2, GC-A act -1, rCAG RNA binder 8, GC-B act -5, ABHD4 inh -6, ARFGAP1 inhibitor 12, HTRA1 inhibitor -4 and SMARCA2 act 2.

(more compounds)
For O=C(NCc1cccc(Cl)c1)N1CCN(S(=O)(=O)c2ccccc2F)CC1 the results were Rev-erbA mod 0, ASAP1 GAP inh 10, PG9 binder -2.8, GC-A act -3, rCAG RNA binder -5, GC-B act 2, ABHD4 inh -2, ARFGAP1 inhibitor 9, HTRA1 inhibitor 5 and SMARCA2 act 3.
Screening O=C(Cc1csc(N2CCOCC2)n1)N/N=C/c1cccc(O)c1 returned Rev-erbA mod 4, GC-A act 1, GC-B act 2 and HTRA1 inhibitor -2.
Screening COc1ccc(-c2c(C(=O)c3ccccc3)[nH]c(N)c2C(=O)NCCc2c[nH]c3ccccc23)cc1 returned Rev-erbA mod 8, ASAP1 GAP inh -6, PG9 binder -1.0, GC-A act -4, rCAG RNA binder 13, GC-B act 2, ABHD4 inh 25, ARFGAP1 inhibitor 8 and SMARCA2 act 0.
For CCc1cccc(NC(=O)C2CCN(S(=O)(=O)c3c(C)noc3C)CC2)c1 the results were Rev-erbA mod -5, ASAP1 GAP inh 5, PG9 binder -2.1, GC-A act 2, rCAG RNA binder 11, GC-B act -3, ABHD4 inh -9, ARFGAP1 inhibitor -6, HTRA1 inhibitor -1 and SMARCA2 act -2.
`CCN(CC)S(=O)(=O)c1ccc(NC(=O)c2ccc(OCC3CCCO3)cc2)cc1` (centres undefined) gave Rev-erbA mod -5, ASAP1 GAP inh 1, PG9 binder -2.2, GC-A act 3, rCAG RNA binder 1, GC-B act 3, ABHD4 inh -7, ARFGAP1 inhibitor 3, HTRA1 inhibitor -12 and SMARCA2 act -5.
For CN(C)c1ccccc1C(=O)N1CCCC(Nc2ccc(F)cc2)C1 (centres undefined) the results were Rev-erbA mod 1, ASAP1 GAP inh -8, PG9 binder 0.0, GC-A act -4, rCAG RNA binder -4, GC-B act -1, ABHD4 inh -2, ARFGAP1 inhibitor 0, HTRA1 inhibitor -3 and SMARCA2 act 2.
For CSc1ccc(/C=C(/NC(=O)c2ccc(C)cc2)C(=O)Nc2cccc(C)c2)cc1 the results were Rev-erbA mod 0, ASAP1 GAP inh 6, PG9 binder -1.9, GC-A act -1, rCAG RNA binder -1, GC-B act 4, ABHD4 inh -11, ARFGAP1 inhibitor 6, HTRA1 inhibitor -1 and SMARCA2 act 3.
Screening O=C(NC(=S)Nc1ccc(CN2CCOCC2)cc1)c1ccco1 returned Rev-erbA mod 0, ASAP1 GAP inh 11, PG9 binder -3.3, GC-A act 0, rCAG RNA binder -3, GC-B act 10, ABHD4 inh 2, ARFGAP1 inhibitor 9, HTRA1 inhibitor 0 and SMARCA2 act 6.
Screening CC1(C)C(C#N)=C(N)Oc2c1c(=O)oc1ccccc21 returned Rev-erbA mod 5, ASAP1 GAP inh 1, PG9 binder 1.2, GC-A act 6, rCAG RNA binder -1, GC-B act 5, ABHD4 inh -2, ARFGAP1 inhibitor 6, HTRA1 inhibitor -7 and SMARCA2 act -1.
Screening COc1ccc(CNC(=O)C2(CC3CC(c4ccccc4)=NO3)CCNCC2)cc1 (centres undefined) returned Rev-erbA mod -2, ASAP1 GAP inh -2, PG9 binder 0.1, GC-A act 2, rCAG RNA binder -2, GC-B act -2, ABHD4 inh 0, ARFGAP1 inhibitor -3, HTRA1 inhibitor 0 and SMARCA2 act 0.
For COC(=O)Cn1cnc2c(C#N)c3n(c2c1=O)CCCCC3 the results were Rev-erbA mod -3, ASAP1 GAP inh 8, PG9 binder -1.2, GC-A act -1, rCAG RNA binder -2, GC-B act 9, ABHD4 inh 3, ARFGAP1 inhibitor 6, HTRA1 inhibitor 3 and SMARCA2 act -2.
Screening COc1ccc(N(C)S(=O)(=O)c2ccc(Cl)c(C(=O)NCC(C)(C)N3CCOCC3)c2)cc1 returned Rev-erbA mod 3, ASAP1 GAP inh 1, PG9 binder 1.0, GC-A act -2, rCAG RNA binder 0, GC-B act 6, ABHD4 inh 5, ARFGAP1 inhibitor -2, HTRA1 inhibitor 5 and SMARCA2 act -4.
C#CCC(NC(=O)c1ccc(C#N)cc1)C(=O)NCCC (centres undefined) was read as Rev-erbA mod -3, ASAP1 GAP inh 1, PG9 binder 0.5, GC-A act 0, rCAG RNA binder 2, GC-B act 1, ABHD4 inh 4, ARFGAP1 inhibitor -2, HTRA1 inhibitor 6 and SMARCA2 act -1.
For CCCCC(=O)NC1(C(F)(F)F)C(=O)N(CC(C)C)C2=C1C(=O)CC(C)(C)C2 (centres undefined) the results were Rev-erbA mod 0, ASAP1 GAP inh 8, PG9 binder -1.3, GC-A act 4, rCAG RNA binder -5, GC-B act 4, ABHD4 inh 9, ARFGAP1 inhibitor 6, HTRA1 inhibitor 8 and SMARCA2 act 3.
Screening CCCCn1c(SCC(=O)OC)nc2c1c(=O)n(C)c(=O)n2C returned Rev-erbA mod 2, ASAP1 GAP inh -4, PG9 binder 0.0, GC-A act 4, rCAG RNA binder -3, GC-B act -6, ABHD4 inh 5, ARFGAP1 inhibitor 4, HTRA1 inhibitor 4 and SMARCA2 act -4.
For Cc1ccc(C2C(C#N)=C(N)OC3=C2C(=O)CC(C)(C)C3)s1 (centres undefined) the results were Rev-erbA mod -2, ASAP1 GAP inh 5, PG9 binder -1.4, GC-A act 2, rCAG RNA binder -2, GC-B act 1, ABHD4 inh 1, ARFGAP1 inhibitor 5, HTRA1 inhibitor 5 and SMARCA2 act 1.
For CC(C)(CN=C1NS(=O)(=O)c2ccccc21)CNC(=O)c1ccccc1 the results were Rev-erbA mod 7, ASAP1 GAP inh 2, PG9 binder -1.2, GC-A act 1, rCAG RNA binder 0, GC-B act 1, ABHD4 inh 6, ARFGAP1 inhibitor -8, HTRA1 inhibitor 1 and SMARCA2 act -2.
